DENV2 CPE rescue: inhibitors of DENV2 cytopathic effect | DENV2-infected cells, cytopathic effect rescue, plate reader | 1.7% of 350,000 active | CPE inhibition, % at 9.99 µM | AID 651640; in the data active means CPE inhibition above about 20%, passing the limit was not always enough; inconclusive means no clear call, values can overlap the other calls; tested in BHK-21 cells;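 further: 0% = median of neutral control wells and 100% = median of positive control wells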
CASP6 VEID inh: blocks human caspase-6 cleavage activity | P55212 | purified caspase-6, Z-VEID-R110 cleavage fluorescence | inhibition, % at 12.5 µM | 0.53% of 350,000 active | AID 686996;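 active means mean inhibition across replicates at least about 35%, with every replicate also reaching that limit, limit read from the data; inconclusive means only one of the two criteria met; inactive means neither criterion met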;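 further: 0% = median of neutral control wells and 100% = no fluorescence left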
Target sequence (P55212 24-179 limits assumed): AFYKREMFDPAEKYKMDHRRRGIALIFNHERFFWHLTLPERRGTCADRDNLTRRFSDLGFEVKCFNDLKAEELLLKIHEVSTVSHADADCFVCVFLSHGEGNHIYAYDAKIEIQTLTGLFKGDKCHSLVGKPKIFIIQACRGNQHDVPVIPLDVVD
Target sequence (P55212 194-293 limits assumed): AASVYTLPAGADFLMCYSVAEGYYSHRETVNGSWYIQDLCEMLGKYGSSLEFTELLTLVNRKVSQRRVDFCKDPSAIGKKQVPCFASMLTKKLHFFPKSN
PAX8 inh HTS: PAX8 transcriptional activity inhibition | RMG-I TPO-luciferase reporter, SteadyGlo, 24 h | 1.2% of 360,000 active | inhibition, % at 12.6 µM;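 active means mean replicate inhibition at least 60% with every replicate also reaching 60%; inconclusive means only one of the two criteria is met; inactive means mean below 60% and not all replicates reaching 60%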;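 further: luciferase light reporting Pax8 driven TPO promoter activity; plate controls were median of neutral control wells for no effect and mitoxantrone controls for full effect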
EWS-Fli block: EWS/Fli transcriptional activity inhibition | A673 NR0B1-luciferase reporter, viability-normalised | inhibition, % at 12.6 µM | 0.67% of 350,000 active;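 active means mean inhibition of at least 50% after viability correction, with every replicate also passing that limit; inconclusive means mean reaches 50% but only one of two replicates passes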;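 further: firefly luciferase signal divided by Alamar Blue viability fluorescence both relative to DMSO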
ARNT-TACC3 inh: ARNT/TACC3 interaction disruption; AlphaScreen His-ARNT PAS-B/GST-TACC3 binding, luminescence; TACC3 fragment carries E629A point mutation; inhibition, % at 9.99 µM; 0.66% of 390,000 active; AID 623870;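 active means mean inhibition of replicates at least 50% and at least half of replicates each reaching 50%; inconclusive means half or more replicates reach 50% but mean below 50%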;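 further: 0% = complete ARNT plus TACC3 wells and 100% = ARNT alone without TACC3; many hits fall short of the cut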
SIRT5 inh: blocks human SIRT5 desuccinylation of peptide; 1.1% of 330,000 active; Purified SirT5, succinyl-peptide AMC, trypsin-coupled fluorescence; inhibition, % at 15 µM; in the data active means inhibition above about 15%; inconclusive means no clear call, values can overlap the other calls
Target sequence (Q9NXA8 whole entry, looked up): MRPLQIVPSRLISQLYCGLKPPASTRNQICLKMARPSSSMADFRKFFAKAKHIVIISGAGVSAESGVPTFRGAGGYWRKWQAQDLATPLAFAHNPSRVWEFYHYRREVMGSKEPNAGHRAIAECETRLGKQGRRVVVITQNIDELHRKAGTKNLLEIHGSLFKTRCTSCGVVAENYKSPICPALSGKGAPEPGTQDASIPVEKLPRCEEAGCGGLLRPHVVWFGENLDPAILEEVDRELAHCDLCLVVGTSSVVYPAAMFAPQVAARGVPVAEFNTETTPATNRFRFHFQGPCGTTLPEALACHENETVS
LGR2 inh: blocks bursicon-induced cAMP signaling via Drosophila LGR2; HEK293 LGR2, CRE-luciferase, bursicon-stimulated, 4 h; inhibition, % at 9.99 µM; 0.35% of 380,000 active; AID 720647;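 active means drop in luminescence signal, shown as inhibition above about 50% in the replicate tests, limit read from the data, passing the limit was not always enough; inconclusive means probably only some replicates passing the limit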;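 further: agonist challenge used bursicon conditioned medium at about half maximal strength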
Numbers without * were called inactive; ? = inconclusive; nt = no result given. Compounds as they come. Share with any hit: about 4.9%.

SMILES	DENV2 CPE rescue	CASP6 VEID inh	PAX8 inh HTS	EWS-Fli block	ARNT-TACC3 inh	SIRT5 inh	LGR2 inh
COCC#Cc1cnc2c(c1)C(=O)N([C@@H](C)CO)C[C@@H](C)[C@@H](CN(C)S(=O)(=O)c1cccc(OC)c1)O2	-9	0	-4	17	-6	-4	1
COc1ccccc1CNS(=O)(=O)c1csc(C(N)=O)c1	-5	2	0	10	-2	-2	-16
C=CCOc1ccc(S(C)(=O)=O)cc1	-2	0	47	-5	0	-8	-4
Cc1cccc(C2=NOC(=O)/C2=C\c2ccccc2F)c1	19	1	-10	-3	0	-2	0
Cc1cc(C)nc(NC(=O)c2ccc(COc3ccccc3Cl)cc2)c1	-6	-6	-21	7	nt	-5	32
N#C[C@@H]1[C@@H](c2ccccc2-c2ccccc2F)[C@@H](CO)N1C(=O)C1CCC1	6	1	nt	12	nt	-3	-1
COc1ccc(NC(=O)CCOc2ccccc2C)cc1S(=O)(=O)N1CCCCC1	0	0	9	20	2	-1	6
CC(=O)N(C)C[C@H]1Oc2ncc(C#CC(C)(C)O)cc2C(=O)N([C@H](C)CO)C[C@H]1C	3	1	nt	-20	nt	1	-7
COC(=O)N(C)C[C@H]1OCc2ccccc2-c2ccccc2C(=O)N([C@@H](C)CO)C[C@@H]1C	-2	-3	nt	-6	3	-5	4
CC(C)(C)OC(=O)CNC(=O)c1nc[nH]c1C(=O)NCc1ccccc1	-3	0	11	3	6	-3	24
CNC[C@H]1Oc2ccc(NC(=O)CCC(F)(F)F)cc2C(=O)N([C@H](C)CO)C[C@H]1C	-4	-2	19	-18	-3	1	31
COc1cc(S(=O)(=O)Nc2ccc3cn[nH]c3c2)ccc1Cl	3	4	9	14	0	2	26

Taken from above.
PAX8 inh HTS with C=CCOc1ccc(S(C)(=O)=O)cc1 is entered as 47
CASP6 VEID inh with N#C[C@@H]1[C@@H](c2ccccc2-c2ccccc2F)[C@@H](CO)N1C(=O)C1CCC1 is entered as 1
DENV2 CPE rescue with COC(=O)N(C)C[C@H]1OCc2ccccc2-c2ccccc2C(=O)N([C@@H](C)CO)C[C@@H]1C is entered as -2
CASP6 VEID inh with CC(C)(C)OC(=O)CNC(=O)c1nc[nH]c1C(=O)NCc1ccccc1 is entered as 0

Whole records as entered above:
Record of CC(=O)N(C)C[C@H]1Oc2ncc(C#CC(C)(C)O)cc2C(=O)N([C@H](C)CO)C[C@H]1C → DENV2 CPE rescue = 3; CASP6 VEID inh = 1; PAX8 inh HTS = nt; EWS-Fli block = -20; ARNT-TACC3 inh = nt; SIRT5 inh = 1; LGR2 inh = -7
Record of COc1ccccc1CNS(=O)(=O)c1csc(C(N)=O)c1 → DENV2 CPE rescue = -5; CASP6 VEID inh = 2; PAX8 inh HTS = 0; EWS-Fli block = 10; ARNT-TACC3 inh = -2; SIRT5 inh = -2; LGR2 inh = -16
Record of COC(=O)N(C)C[C@H]1OCc2ccccc2-c2ccccc2C(=O)N([C@@H](C)CO)C[C@@H]1C → DENV2 CPE rescue = -2; CASP6 VEID inh = -3; PAX8 inh HTS = nt; EWS-Fli block = -6; ARNT-TACC3 inh = 3; SIRT5 inh = -5; LGR2 inh = 4

The listing continues.
SMILES	DENV2 CPE rescue	CASP6 VEID inh	PAX8 inh HTS	EWS-Fli block	ARNT-TACC3 inh	SIRT5 inh	LGR2 inh
CC(C)Oc1ccc(/C=N/NC(=O)c2ccc(N(Cc3ccccc3)S(C)(=O)=O)cc2)cc1	?	-1	1	-12	1	6	-7
O=C(CSc1nc2ccccc2o1)N1c2ccccc2Sc2ccccc21	-2	-1	7	10	0	0	4
CCCNC(=O)N[C@@H]1CC[C@H](CC(=O)NC2CCC2)O[C@H]1CO	nt	nt	-4	1	nt	-3	-2
Cc1nnc(SC(C)C(=O)NC2CCCCC2C)s1 (stereo unspecified)	-3	3	1	2	-7	-8	9
Cc1ccc(N(CC(=O)N2CCCC2)S(C)(=O)=O)cc1C	2	1	24	-4	-9	-1	3
O=C1CCCN2N=C(SCC(=O)Nc3cccc(Cl)c3)SC2=N1	-1	-4	5	21	-2	-2	-1
CCC(C)NS(=O)(=O)c1ccc(NC(=O)c2cccs2)cc1 (stereo unspecified)	2	1	-14	-7	-7	1	-8
CCN(CC)CCNC(=O)c1cn(CC)c2ccc(S(=O)(=O)N(C)C3CCCCC3)cc2c1=O	0	-14	24	3	2	-4	2
C[C@@H]1CN([C@@H](C)CO)C(=O)c2cc(NC(=O)Nc3ccc4c(c3)OCO4)ccc2O[C@@H](C)CCCCO[C@@H]1CN(C)C(=O)C1CCCCC1	13	-2	nt	-13	14	1	19
CCOC(=O)c1c(C)[nH]c(C(=O)OCC(O)=C(C#N)c2nc3ccccc3[nH]2)c1C	8	2	-1	0	3	-3	6
O=C(CSc1nnc(CNC(=O)c2ccccc2F)o1)NC1CCCC1	3	-3	-2	nt	0	-6	-7
CC(C)[C@H](NC(=O)c1ccc(Br)cc1)C(=O)NC1CCCCC1	-2	0	-45	-31	-4	5	7

For reference, some entries already given:
SMILES	DENV2 CPE rescue	CASP6 VEID inh	PAX8 inh HTS	EWS-Fli block	ARNT-TACC3 inh	SIRT5 inh	LGR2 inh
O=C(CSc1nnc(CNC(=O)c2ccccc2F)o1)NC1CCCC1	3	-3	-2	nt	0	-6	-7
CC(C)[C@H](NC(=O)c1ccc(Br)cc1)C(=O)NC1CCCCC1	-2	0	-45	-31	-4	5	7

More entries
SMILES	DENV2 CPE rescue	CASP6 VEID inh	PAX8 inh HTS	EWS-Fli block	ARNT-TACC3 inh	SIRT5 inh	LGR2 inh
O=C(CSc1nc2cc(Cl)ccc2c(=O)n1Cc1ccco1)Nc1ccc(S(=O)(=O)N2CCOCC2)cc1	-3	-2	25	17	-1	5	17
CN1CCc2c(sc3c2C(=O)NC(c2ccccc2)N3)C1 (stereo unspecified)	nt	nt	-31	nt	-2	nt	-4
OCCNC(=S)Nc1cccc(Cl)c1Cl	-3	-4	-8	12	-15	-1	-2
C[C@@H]1CN([C@@H](C)CO)C(=O)c2cc(N(C)C)ccc2O[C@@H]1CN(C)S(=O)(=O)c1ccc(F)cc1	3	4	-8	-3	-1	-2	9
C[C@H](O)C#Cc1cnc2c(c1)C(=O)N([C@@H](C)CO)C[C@@H](C)[C@@H](CN(C)C(=O)Cc1ccccn1)O2	1	-1	nt	3	-2	3	22
COc1ccccc1Nc1nnc(SCc2cc(=O)n3cc(C)ccc3n2)s1	3	2	21	-22	nt	7	-7
CC(C)NC(=O)N(C)C[C@H]1Oc2ncc(C#CCc3ccccc3)cc2C(=O)N([C@@H](C)CO)C[C@@H]1C	6	1	nt	16	-5	16*	-2
COC(=O)c1cc2c(ccn2-c2ccc(F)cc2)n1CC(=O)OC(C)C	-5	-3	-4	2	-9	1	9
O=C(N=C1SC2CS(=O)(=O)CC2N1c1ccc(Cl)c(Cl)c1)C1CCCO1 (stereo unspecified)	1	4	-16	9	-4	-2	-7
O=C(CN1CCOCC1)N1CCCCN2[C@@H](CO)[C@H](c3ccc(/C=C/c4ccccc4)cc3)[C@@H]2C1	11	-1	-11	-4	4	2	-3
CC(=O)N(C)C[C@@H]1Oc2ncc(-c3ccccc3C)cc2C(=O)N([C@H](C)CO)C[C@H]1C	?	0	nt	-2	-18	32*	8
COc1ccc(N2CCN(C(=O)COC(=O)c3ccc(CSC)o3)CC2)cc1	-10	1	7	5	13	-2	12

4 entries already listed, arranged by the value under DENV2 CPE rescue, rising.
structure,DENV2 CPE rescue
COc1ccc(N2CCN(C(=O)COC(=O)c3ccc(CSC)o3)CC2)cc1,-10
OCCNC(=S)Nc1cccc(Cl)c1Cl,-3
O=C1CCCN2N=C(SCC(=O)Nc3cccc(Cl)c3)SC2=N1,-1
O=C(CSc1nnc(CNC(=O)c2ccccc2F)o1)NC1CCCC1,3

(further entries)
SMILES	DENV2 CPE rescue	CASP6 VEID inh	PAX8 inh HTS	EWS-Fli block	ARNT-TACC3 inh	SIRT5 inh	LGR2 inh
COC(=O)c1cc(C)sc1NC(=O)c1ccco1	11	0	8	nt	6	0	-1
C[C@H]1CN([C@@H](C)CO)C(=O)c2cc(C#Cc3cccnc3)cnc2O[C@@H]1CN(C)Cc1ccccc1	-14	0	nt	7	1	5	-9
COc1ccc(OC)c2c1sc(=NC(=O)c1ccco1)n2C	8	-4	-11	5	0	-5	-1
NC(=O)NC1CCCc2c1[nH]c1ccc(Cl)cc21 (stereo unspecified)	4	0	10	-2	-3	4	0
COc1cccc(OC)c1C(=O)OCC(=O)Nc1cccnc1Cl	0	2	15	8	-8	0	-2
COc1ccc(C(=O)O/N=C(\N)c2ccccc2)c(OC)c1	-4	-1	35	71*	-3	4	82*
COCC(=O)N[C@@H]1CC[C@H](CC(=O)N2CCCCC2)O[C@H]1CO	?	-3	5	9	19	1	3
COc1ccc(NC(=O)CCN2C(=O)C3CC=CCC3C2=O)cc1S(=O)(=O)N1CCCCC1 (stereo unspecified)	0	-1	-10	-1	2	-1	-9
O=C(Nc1ccc(NC(=O)C2CCCCC2)nc1)c1cccc(F)c1	-2	-4	-5	-63	nt	-4	-12
CC(NCc1cc(Br)ccc1OCC(N)=O)C12CC3CC(CC(C3)C1)C2 (stereo unspecified)	11	-3	27	31	-1	-1	-7
CCOCCc1nnc(NC(=O)C2CCN(C(=O)c3ccco3)CC2)s1	-5	2	-11	nt	24	-2	-2
O=C(Nc1cccc(Cl)c1)c1ccccc1	28*	-1	-136	-65	-24	nt	-67
O=C(CSc1nnc(-c2ccc(O)cc2)o1)Nc1ccccc1	11	3	-207	-69	nt	-3	-58
COc1ccc(CNC(=O)C(OC(=O)c2cccs2)C(C)C)cc1 (stereo unspecified)	2	-4	3	-9	4	1	-8
C[C@H](O)C#Cc1cnc2c(c1)C(=O)N([C@H](C)CO)C[C@H](C)[C@H](CN(C)C(=O)Cc1ccncc1)O2	1	4	-2	-4	0	-4	-3
CNNC(=S)Nc1ccc(Cl)cc1	-2	-1	6	5	2	3	-17
O=S(=O)(/N=C(/Nc1nc2ccccc2s1)c1ccccc1)c1ccc(F)cc1	-10	-1	-70	-71	-6	-1	-5
CCCCCCCCS(=O)C1CS(=O)(=O)CC1O (stereo unspecified)	-5	4	-12	3	2	-9	17
O=C(COC(=O)CN1C(=O)NC2(CCCC2)C1=O)Nc1ccc(C(F)(F)F)cc1[N+](=O)[O-]	32*	5	-1	3	-2	5	-12
O=C(NCCc1ccc(Cl)cc1)C1=CC=CN2CCS(=O)(=O)N=C12	-7	-1	-5	4	-10	0	-2
CCC(=O)N[C@@H]1CC[C@H](CC(=O)NCC2CCCCC2)O[C@@H]1CO	-3	-2	-3	7	4	4	-12
O=C(NCCc1c[nH]c2ccccc12)OC1CC2CC1[C@H]1CCCCN1C2=O (stereo partly specified)	6	-2	2	-1	nt	-4	-2
CS(=O)(=O)N1N=C(c2ccccc2)CC1c1ccc2nccnc2c1 (stereo unspecified)	nt	nt	-30	nt	-8	nt	-11
COC(=O)COc1ccc(C2NC(=O)NC(c3ccccc3)=C2C(C)=O)cc1Br (stereo unspecified)	-1	9	-14	37	-2	-3	1
O=C(Nc1cccc(Cl)c1)N[C@@H]1CC[C@@H](CCn2cc(Cc3ccccc3)nn2)O[C@@H]1CO	0	1	3	5	27	4	-15
Oc1ccc(N2CCN(C(c3cccnc3)c3nnnn3Cc3ccccc3)CC2)cc1 (stereo unspecified)	nt	1	nt	nt	-2	5	-6
CC(=O)c1cccc(NC(=O)NCCc2c[nH]c3ccccc23)c1	8	-2	-7	-4	-1	-4	5
CCC1Sc2ccc(S(=O)(=O)CCC(=O)Nc3ccccc3Cl)cc2NC1=O (stereo unspecified)	7	8	3	nt	2	-3	-11
CC1(c2nnc(Cc3ccccc3)o2)CC(c2cccnc2)=NO1 (stereo unspecified)	-7	0	-4	-4	-3	0	-21
NC(=O)C1CCN(C(=O)CCNS(=O)(=O)c2cc(Br)cnc2N)CC1	-5	4	9	8	-14	0	0
O=C(CSC(=S)N1CCOCC1)Nc1ncc2c(n1)CCCC2=O	0	1	2	12	-7	-4	1
